Screening data from PubChem BioAssay.
PKM2 act – PKM2 (human) enzyme activation; 0.34% of 260,000 active; P14618; Potency, µM (series often up to 57.5 µM), without a hit: at the top dose activation, actives largely listed as activators; purified PKM2, Kinase-Glo ATP luminescence, activation; response scale: 0% is enzyme alone, no compound; further: potency means the concentration at half of the fitted maximal effect; on the % scale 0 is the no-effect control and ±100 the full control effect; nearly all actives have a fitted effect of over 55% in size
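ATP formation by purified human PK-M2, quantified via coupled luciferase luminescence after 1 h at room temperature with 0.1 mM ADP and 0.5 mM PEP final.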
ELG1 genotox – inducers of genotoxicity in HEK293T ELG1-luciferase cells; 1.3% of 330,000 active; Potency, µM (doses to about 46 µM), for the others: at the highest dose activity change, positive = activation, usual class: activators; HEK293T ELG1-luciferase reporter, luminescence, 16 h; further: potency means the concentration at half of the fitted maximal effect; % of control where 0% means no effect; nearly all actives have a fitted effect of over 60% in size
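Reporter readout depends on ELG1 protein level, which increases with genetic stress. After 16 hr compound exposure at 37 °C, luciferase activity was quantified using ONE-Glo.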
FLuc counter – inhibits or activates purified firefly luciferase, miR-21 counter-screen. purified FLuc, Km substrates, luminescence inhibition. Potency, µM (series often up to 57.5 µM), for the others: at the highest dose activity change, negative = inhibition, hits mostly inhibitors. 6.9% of 360,000 active. AID 588342;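 further: potency means the concentration at half of the fitted maximal effect; plate controls were vehicle for no effect and reference inhibitor for full effect; nearly all actives have a fitted effect of over 55% in size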
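Purified P. pyralis luciferase (10nM final) with 10uM D-luciferin and 10uM ATP (Km levels) in 50mM Tris acetate pH 7.5, 10mM Mg acetate, 0.01% Tween-20, 0.05% BSA; qHTS 6-point titration, ~60 µM downward; luminescence read.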
BRCA1 expr up – increases BRCA1 expression | MCF7-BRCA1-FFLuc reporter, luminescence, 48 h; response scale: scaled: vehicle 0%, 10 µM genistein 100% | Potency, µM (highest dose often 46.1 µM), for inactives: at the top dose activation, actives largely listed as activators | 1.1% of 380,000 active | AID 624202; further: potency means the concentration at half of the fitted maximal effect; nearly all actives have a fitted effect of over 80% in size; some results filed as inactive show a strong effect at the top dose
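MCF7-BRCA1-FFLuc cells, 2000/well in phenol-red-free MEM, attached 2 h then treated 48 h at 37 C. Luciferase luminescence read 15 min after reagent; normalized to genistein maximum activation (10microM) and DMSO, concentration-response fitted.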
p53 reactivator – re-activators of mutant p53 | H1299 p53-A138V BP100-luciferase reporter, luminescence, 24 h | Potency, µM (doses to about 92.2 µM), for the others: at the top dose activity change, positive = activation, hits mostly activators | 0.063% of 320,000 active; further: potency means the concentration at half of the fitted maximal effect; % of control where 0% means no effect; nearly all actives have a fitted effect of over 45% in size
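H1299 (p53-null), stable ts p53-A138V + BP100-Luc; 1000 cells/well, Opti-MEM/10% FBS; cpd 4 pt, 1:5; 24 h, 37 deg C, 5% CO2; detection reagent 10 min RT; luminescence.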
Rab9 prom act – Rab9 promoter activation; Huh7 Rab9 promoter-luciferase reporter, luminescence, 24 h; Potency, µM (top dose mostly 9.22 µM), for the others: at the top dose activation, negative = inhibition, most hits filed as activators; 2.8% of 320,000 active; AID 485297; further: potency means the concentration at half of the fitted maximal effect; % of control where 0% means no effect; nearly all actives have a fitted effect of over 60% in size
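Luminescence from Amplite-detected luciferase (10 minutes, ambient) reports Rab9 promoter activation. Before that, stable Rab9-luciferase Huh7 cells (1500/well, reduced-serum OP-MEM I plus 10% FBS) were exposed to compound for 24 hours at 37C.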
Menin-MLL TR inh – inhibitors of human menin-MLL interaction, mutant MLL peptide; O00255; Menin + Texas Red MLL mutant peptide, fluorescence polarization; Potency, µM (top dose mostly 61.6 µM), inactives show top-dose FP activity change, negative = inhibition, most hits filed as inhibitors; 0.23% of 270,000 active; active means well fitted inhibition curve with a large enough effect in the polarisation, with a control signal flat, not every such curve was filed as active; inconclusive means small, poorly fitted or top-dose-only effect, or effect the other way, or a change in a side signal; inactive means no such curve, though single readings can be large or run the other way; the % refers to the polarisation; further: potency means the concentration at half of the fitted maximal effect; % of control where 0% means no effect; many of its hits are not listed in these tables
Target sequence (O00255 whole entry, looked up): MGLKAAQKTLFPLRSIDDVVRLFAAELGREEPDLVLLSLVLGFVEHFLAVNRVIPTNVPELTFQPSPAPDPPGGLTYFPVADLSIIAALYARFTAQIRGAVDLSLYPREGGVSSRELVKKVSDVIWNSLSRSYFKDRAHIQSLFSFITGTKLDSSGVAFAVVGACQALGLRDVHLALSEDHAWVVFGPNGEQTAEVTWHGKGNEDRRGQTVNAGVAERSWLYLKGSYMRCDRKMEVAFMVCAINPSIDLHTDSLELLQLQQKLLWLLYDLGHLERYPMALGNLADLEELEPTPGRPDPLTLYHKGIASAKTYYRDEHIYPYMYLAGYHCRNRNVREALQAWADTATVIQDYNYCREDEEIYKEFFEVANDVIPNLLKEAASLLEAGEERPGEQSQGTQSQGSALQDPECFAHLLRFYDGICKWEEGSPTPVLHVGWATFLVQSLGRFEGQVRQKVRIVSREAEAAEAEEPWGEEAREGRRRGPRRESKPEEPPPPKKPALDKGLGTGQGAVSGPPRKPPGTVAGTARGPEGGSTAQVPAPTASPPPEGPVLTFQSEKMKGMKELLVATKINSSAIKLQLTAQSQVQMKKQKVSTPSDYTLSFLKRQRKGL
Giardia kill – Giardia lamblia killing; Giardia lamblia trophozoite viability; AID 540267; 0.15% of 340,000 active; activity change, % at 7.66 µM, hits read low; in the data active means activity change below about -80%; inconclusive means between about -30% and that limit;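 further: parasites exposed to compound for two days anaerobically before the ATP read; on the % scale 0 is the no-effect control and ±100 the full control effect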
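Giardia lamblia trophozoites (100 cells/well) were incubated with compounds for 48 h at 37 deg C under anaerobic conditions. Viability was read as ATP content by one-step luminescence after 15-30 min at room temperature.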
VP16 counter – counter-screen for ROR gamma inhibitors: Gal4-VP16 reporter | Drosophila S2 Gal4-VP16 UAS-luciferase, luminescence, 20 h | 3.5% of 310,000 active | Potency, µM (titrated, usually from 53.6 µM), for the others: at the top dose activity, negative = inhibition, hits mostly inhibitors | AID 2546;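 further: Gal4-VP16 expression switched on by copper sulfate through the metallothionein promoter; potency means the concentration at half of the fitted maximal effect; on the % scale 0 is the no-effect control and ±100 the full control effect; nearly all actives have a fitted effect of over 50% in size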
RORg inh – inhibitors of mouse ROR gamma transcriptional activity; P51450; Drosophila S2 Gal4-RORgamma UAS-luciferase reporter, 20 h; Potency, µM (doses to about 53.6 µM), for inactives: top-dose activity change, negative = inhibition, usual class: inhibitors; 5.4% of 310,000 active; AID 2551; further: potency means the concentration at half of the fitted maximal effect; on the % scale 0 is the no-effect control and ±100 the full control effect; nearly all actives have a fitted effect of over 60% in size
Target sequence (P51450 whole entry, looked up, the tested form may be a part): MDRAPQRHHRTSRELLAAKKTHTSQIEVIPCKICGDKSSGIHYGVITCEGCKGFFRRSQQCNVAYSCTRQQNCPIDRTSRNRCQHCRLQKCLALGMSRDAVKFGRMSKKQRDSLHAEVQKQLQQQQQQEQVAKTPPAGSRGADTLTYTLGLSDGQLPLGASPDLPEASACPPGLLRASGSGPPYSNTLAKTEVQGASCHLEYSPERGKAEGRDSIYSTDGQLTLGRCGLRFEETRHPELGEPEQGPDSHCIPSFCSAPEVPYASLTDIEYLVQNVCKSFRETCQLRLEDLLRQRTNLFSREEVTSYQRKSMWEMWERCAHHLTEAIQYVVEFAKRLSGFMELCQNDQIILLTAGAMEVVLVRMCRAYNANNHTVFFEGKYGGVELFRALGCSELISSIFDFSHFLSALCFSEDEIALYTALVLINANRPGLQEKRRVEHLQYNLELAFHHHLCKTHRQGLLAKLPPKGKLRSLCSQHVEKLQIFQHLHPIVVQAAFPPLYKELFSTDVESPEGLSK
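A Gal4/UAS one-hybrid system in insect cells: metallothionein-promoter Gal4–ROR gamma fusion plus Photinus luciferase reporter. Copper sulfate 700 uM final, 20 hr ambient incubation, luminescent detection after 10 min with reagent.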
NPC1 promoter act – NPC1 promoter activation; Huh7 NPC1 promoter luciferase reporter, 24 h; Potency, µM (highest dose often 9.22 µM), inactives show at the top dose activation, hits mostly activators; 2.4% of 320,000 active; AID 485313;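 further: potency means the concentration at half of the fitted maximal effect; % of control where 0% means no effect; nearly all actives have a fitted effect of over 60% in size; reporter is driven by a mutant NPC1 promoter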
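Luminescence read-out of NPC1 promoter-driven luciferase in stably transfected Huh7 cells; compounds delivered in DMSO and left 24 h at 37C, 5% CO2, qHTS titration format.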
* hit, by the source's call; ? = inconclusive; nt = not tested or not shown; & = joins results of further samples; [ ] = dose if it differs, or a comment. Unless noted, the call rests on the fitted dose curve; in most records, active means well fitted curve in the direction sought with a large enough effect; inconclusive means small, poorly fitted or top-dose-only effect, or another doubt; inactive means no such curve, though single readings can be large; an effect the other way counts as inactive or inconclusive. These rows are one share of the data; rates above refer to the full screens.

Values run as follows: PKM2 act, ELG1 genotox, FLuc counter, BRCA1 expr up, p53 reactivator, Rab9 prom act, Menin-MLL TR inh, Giardia kill, VP16 counter, RORg inh, NPC1 promoter act
1	Cc1nnc(NC(=O)C2CC(=O)N(c3ccc4c(c3)OCCO4)C2)s1 (configuration not stated)
 : nt, 4%, nt, 6%, ?, 0%, nt, -19, nt, nt, 0%
2	CCN(CC)c1ccc(NC(=S)NC(=O)c2ccco2)cc1
 : -2%, ?, 15µM*, ?, 6%, 1.6µM*, ?, 19, 16µM*, 4µM*, ?
3	Clc1ccc(CN2CCCCCC2)cc1Cl
 : 2%, -3%, 1%, 4%, nt, 7%, -9%, 9, -6%, -12%, -5%
4	NS(=O)(=O)c1ccc(N/C=C\C(=O)c2cccc3ccccc23)cc1
 : ?, 7%, ?, 36%, ?, 16%, 30%[activator], 11, -7%, 43%, 15%
5	O=[N+]([O-])c1ccc(COc2ccccc2/C=N/O)cc1
 : -5%, 13%, ?, 10µM*, ?, ?, 11%, -14, 1%, 15%, ?
6	COC(=O)C(Cc1ccccc1)NC(=O)CCc1c[nH]c2ccccc12 (configuration not stated)
 : nt, -3%, 0%, -14%, 3%, -7%, 11%, 0, -1%, 29%, -2%
7	O=C(NNc1ccc(O)cc1)c1ccc(Br)cc1
 : -3%, 3%, ?, -16%, 1%, 1%, -2%, -11, 3%, -44%, -4%
8	CCc1ccc2nc(N(CCCN(C)C)C(=O)c3ccc4c(c3)OCCO4)sc2c1
 : 0%, 6%, 6%, -13%, 17%, 27%, ?, 2, ?, ?, 23%
9	Cc1nn(S(=O)(=O)c2ccc(C(C)(C)C)cc2)c(C)c1S(=O)(=O)N1CCOCC1
 : nt, 0%, -19%, -22%, -1%, 0%, -2%, -27, -1%, -23%, -1%
10	CC(OC(=O)CCCN=C1NS(=O)(=O)c2ccccc21)C(=O)c1ccccc1 (configuration not stated)
 : nt, -2%, 2%, -5%, 1%, -2%, nt, 1, nt, nt, 6%
11	CCCCNC(=O)c1ccc(/C=C2\Oc3ccccc3N(C)C2=O)cc1
 : 16%, 23%, 0%, 117%, 2%, 0%, 3%, 14, 2%[10 µM], -2%, 2%
12	Cc1cc(=O)n2nc(N3CCCC(C(=O)Nc4ccc(C)c(C)c4)C3)sc2n1 (configuration not stated)
 : 2%, 1%, ?, -3%, nt, -6%, -6%, 19, -2%, 1%, 7%
13	CCOc1ccccc1C(=O)N/N=C/c1coc2ccc(Cl)cc2c1=O
 : 4%, 0%, -2%, -67%, -9%, -1%, nt, 2, 1%, -23%, -1%
14	CC1CCCCN1CC(=O)Nc1ccc2c(c1)OCO2 (configuration not stated)
 : nt, 3%, -10%, 8%, 10%, -6%, nt, 9, nt, nt, -3%
15	N/C(CC(=O)NCCOc1ccccc1)=N\O
 : -18%, -1%, 2%, -16%, -1%, -5%, -9%, -6, -1%, 4%, 3%
16	Cc1ccc(NC(=O)CN2C(=O)S/C(=C\c3ccc(OCC(=O)O)c(Br)c3)C2=O)cc1
 : 5%, 0%, -13%, -19%, 21%, 4%, 27%, -10, -21%, -23%[1.91 µM], -4%
17	CCN1CCN(c2ccc(S(=O)(=O)N3CCCCC3)cc2NC(=O)c2cccc(OC(F)F)c2)CC1
 : nt, 1%, -2%, -36%, -6%, 1%, nt, -1, nt, nt, -4%
18	Cn1c(=O)[nH]c(=O)c2c1nc(Br)n2Cc1cccc(Br)c1
 : 0%, ?, 0%, -72%, -55%[inhibitor], -4%, -15%, -5, -3%, 34%, 2%
19	COc1cccc(-c2cc(C(=O)NCc3ccc(Cl)cc3)no2)c1
 : -4%, 2%, 3%, 0%, 0%, -12%, ?, 3, 1%, -37%, 2%
20	NC(=S)N/N=C/c1ccc(-c2cc(Cl)c(Cl)cc2Cl)o1
 : 7%, -2%, 2%, -47%, 6%, -2%, ?, 7, 1.1µM*, 0.56µM*, -1%
21	COc1cccc(/C=N/NC(=S)NCCc2ccccc2)c1
 : 0%, -1%, -19%, -57%, 6%, -1%, 73%[activator], 5, ?, 16µM*, -1%
22	O=C(Nc1cccnc1N1CCOCC1)c1cc2ccccc2oc1=O
 : -8%, ?, ?, 70%, ?, 20%, 0%, 16, -4%, 31%, 11%
23	O=C(Nc1nnc(-c2ccc(Cl)cc2)o1)Nc1ccccc1F
 : -1%, 6%, -18%, 34%, 5%, 7%, nt, 0, -1%, -21%, 0%
24	CCOc1ccccc1C(=O)NC1CC2CCCC(C1)N2Cc1ccc(C)cc1 (configuration not stated)
 : -4%[11.5 µM], 16%, 6%, -3%, nt, -7%, -5%, 10, -3%, -23%, -6%
25	CC(C)NC(=S)N=Nc1c(O)[nH]c2ccc(C(C)C)cc12
 : 2%, -10%, 10%, -57%, 21%, -6%, -8%, 7, 4.5µM*, 5µM*, -6%
26	CC(/C=N/n1c(-c2cccnc2)n[nH]c1=S)=C\c1ccco1
 : -5%, -2%, -1%, -27%, -5%, 1%, nt, 20, -8%, -38%, -3%
27	CCOc1cc(C(=O)Nc2ccc3c(c2)OCO3)ccc1OCCOc1ccccc1Cl
 : 7%, nt, -14%, -4%, nt, nt, ?, 16, 14%, 43%, nt
28	CCOc1ccccc1C1CC(c2ccc(Br)cc2)Nc2nc(N)nn21 (configuration not stated)
 : -18%, -5%, -11%, -11%, -4%, -2%, -1%, -11, ?, ?, 1%
29	C=CCNC(=S)Nc1ccc2nc(C)oc2c1
 : -3%, 3%, 3%, 24%, 3%, -3%, 1%, 38[activator], -12%, -16%, 0%
30	Cc1ccc(NC(=O)c2ccccn2)c(Br)c1
 : -5%, 4.1µM*, 7.6µM*, 3.5µM*, ?, 2.8µM*, 0%, -2, -34%, -17%, ?

The results go on.
Values run as follows: PKM2 act, ELG1 genotox, FLuc counter, BRCA1 expr up, p53 reactivator, Rab9 prom act, Menin-MLL TR inh, Giardia kill, VP16 counter, RORg inh, NPC1 promoter act
31	O=C(COC(=O)C1CCC(=O)N1)Nc1ccc(Cl)cc1Cl (configuration not stated)
 : 3%, 3%, 0%, -2%, 1%, -3%, 5%, 0, 4%, 26%, 0%
32	COc1ccc(NC(=O)C2CCCN2S(=O)(=O)c2cccc3cccnc23)cc1OC (configuration not stated)
 : nt, 6%, -1%&-2%, 2%, -4%, 0%, nt, 5, 4%, -41%, 1%
33	CCn1c(Cc2cccs2)nnc1SCC(=O)NC1CC1
 : -1%, 5%, 4%, 3%, 19%, 2%, nt, 45[activator], -4%, -7%, 6%
34	COc1ccc(CN(C(=O)c2ccco2)c2ccc(Br)cc2)cc1OC
 : 2%, -2%, 1%, 0%, 0%, -5%, -11%, 10, 0%, 6%, 1%
35	Cc1ccc(-c2cc(C(=O)N(C)Cc3cnn(C)c3C)c3cc(Br)ccc3n2)cc1
 : 5%, -12%, 11µM*, -85%, 23%, 17%, 8%, 24, -5%, ?, 2%
36	Cc1cc(O)c(C2(O)C(=O)Nc3cc(Br)ccc32)cc1C (configuration not stated)
 : nt, -1%, -1%, 0%, 3%, -9%, 14%, 1, -8%, -4%, -1%
37	Cc1ccccc1C(=O)Oc1ccc(Sc2ccc(O)cc2)cc1
 : 2%, ?, ?, nt, 22%, -6%, ?, nt, ?, -31%, 1%
38	CC(=O)Nc1ccc(/C=N/OCC(=O)Nc2ccc(C)cc2)cc1
 : 3%, ?, ?, 74%, 14%, ?, -8%, -1, 0%, 6%, ?
39	CCOCCCN1CC(C(=O)NCCc2ccc(C)cc2)CC1=O (configuration not stated)
 : -2%, 1%, 1%, 7%, -6%, 2%, -11%, 3, -7%, 1%, -9%
40	Cc1ccc(CN2C(=O)CCC2C(=O)NC(C)C)cc1 (configuration not stated)
 : -13%, -2%, -8%, 4%, 4%, 5%, -6%, -4, -15%, -2%, 7%
41	C/C(=N/NC(=O)CSc1nc2ccccc2n1C)c1ccc(O)cc1
 : 8%, 3%, -11%, 10%, -5%, -7%, -8%, 7, -5%, 21%, -8%
42	COC(=O)c1cc(-c2ccc(OC)c(OC)c2)c2c(=O)[nH]c(=O)n(C)c2n1
 : nt, 6%, -1%&-2%, -27%, 0%, -4%, 2%, 22, -2%, -6%, -1%
43	Cc1ccc(C(=O)Nc2cccc(NC(=O)c3cccnc3)c2)cc1
 : -3%, 3%, -2%, 1%, 0%, -9%, -10%, -3, 0%, 3%, 3%
44	O=C(C1CCCN(CCCc2ccccc2)C1)N1CCCCC1 (configuration not stated)
 : -15%, 1%, 1%, -2%, -10%, -1%, -7%, -5, -8%, -4%, 1%
45	CCOC(=O)CSc1nc2cc(C(=O)N3CCCC3)ccc2c(=O)n1Cc1ccccc1
 : 7%, -1%, 3%, -42%, -5%, -5%, ?, -3, 7%, 0%, -3%
